Screening results as filed in PubChem.
APP 5UTR inh: APP translation inhibition | SH-SY5Y APP 5'UTR-luciferase reporter, luminescence | inhibition, % at 2 µM | 0.82% of 190,000 active;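 active = inhibition above a set limit, derived from the sample mean plus 3 SD, cut at about 45% in these data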; note: values of inactives mirror those of a sister screen read the other way
APP 5'UTR act: activates APP 5'UTR luciferase reporter. activation, % at 2 µM. 1% of 190,000 active. SH-SY5Y APP 5'UTR luciferase reporter, luminescence; zero percent = DMSO vehicle wells. AID 1276;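 active = activation above a set limit, based on mean plus 3 SD of controls, cut at about 140% in these data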; note: values of inactives mirror those of a sister screen read the other way
G6PDH counter: counter-screen for G6PDH assay hits: L. mesenteroides G6PDH inhibition; inhibition, % at 5 µM; 0.12% of 200,000 active; AID 1020; Purified L. mesenteroides G6PDH, diaphorase/resazurin coupled fluorescence, 45 min; in the data active = inhibition above about 50%
FLuc act counter: affects firefly luciferase, flagging false hits in luciferase stimulation screens. P08659. ATPlite luciferase biochemical, luminescence, 10 min; 0 = ATP-free wells, 1 = DMSO control. activation factor at 10 µM. 200,000 tested, under 10 active;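 active = luciferase activation factor, scaled between plate controls, of at least 2 with compound at 10 µM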
Target sequence (P08659 whole entry, looked up): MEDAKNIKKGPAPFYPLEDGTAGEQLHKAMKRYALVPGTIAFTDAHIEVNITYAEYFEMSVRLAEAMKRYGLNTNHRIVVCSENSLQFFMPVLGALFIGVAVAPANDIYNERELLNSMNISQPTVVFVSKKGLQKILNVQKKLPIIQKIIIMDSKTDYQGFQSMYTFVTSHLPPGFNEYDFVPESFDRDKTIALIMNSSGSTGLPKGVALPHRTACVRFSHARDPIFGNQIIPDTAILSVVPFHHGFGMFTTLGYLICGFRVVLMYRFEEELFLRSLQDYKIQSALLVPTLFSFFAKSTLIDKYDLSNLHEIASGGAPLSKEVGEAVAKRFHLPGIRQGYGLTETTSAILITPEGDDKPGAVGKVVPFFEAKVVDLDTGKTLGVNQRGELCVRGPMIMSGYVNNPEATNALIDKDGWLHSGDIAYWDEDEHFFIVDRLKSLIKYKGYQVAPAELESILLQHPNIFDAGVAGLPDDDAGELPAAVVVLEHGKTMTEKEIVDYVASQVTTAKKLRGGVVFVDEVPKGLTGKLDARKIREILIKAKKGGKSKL
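Material: luciferase plus luciferin reagent, cell-free. Medium: PBS buffer for ATP. Also added: ATP substrate, dispensed from a 10.24 µM working solution in PBS. Doses: test compounds dosed from 2 mM stocks in 100% DMSO. Incubation: 10 min post-reagent at room temperature. Technique: light output (luminescence). Read-out basis: luminescence gain marking luciferase activators.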
FLuc inhib CS: counter-screen for luciferase assay inhibitors: firefly luciferase inhibition; AID 1006; inhibition, % at 10 µM; ATPLite firefly luciferase biochemical luminescence, 10 min; 1.5% of 200,000 active; P08659;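 active = inhibition above about 50% when tested at 10 µM, limit read from the data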
Diaphorase inh: diaphorase inhibition or chemical oxidation counter-screen; inhibition, % at 20 µM; diaphorase resazurin-to-resorufin fluorescence, NADH, 16 min; bacterial (C. kluyveri) enzyme, not human; AID 1217; 0.69% of 190,000 active;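 active = primary screen inhibition at 20 µM above a set limit, cut at about 50% in these data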;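 note: plate controls were DMSO with full reaction for no effect and wells lacking NADH for full effect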
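Assay system – diaphorase enzyme from Clostridium kluyveri · Amount – diaphorase 0.14 U/mL (working solution) · Times – reaction incubation of 16 min at room temperature · Controls – No-NADH positive control and DMSO neutral control · Signal – resorufin fluorescence 544/590 nm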
Diaph act CS: counter-screen for diaphorase-based assays: diaphorase activators and chemical reducers | Diaphorase/resazurin coupled assay, resorufin fluorescence, 16 min; active compounds read high; 1 = vehicle wells, 0 = NADH-free wells | activation factor at 20 µM | 0.005% of 190,000 active;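 active = diaphorase activity raised at least twofold by the compound at 20 µM; inactive = activation factor below 2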
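Assay system: bacterial diaphorase enzyme (C. kluyveri) / Input: enzyme 0.07 U/mL final / Medium: 50 mM HEPES pH 7.4 with 4.542 mM MgCl2, 0.005% Tween 20 / Doses: single compound dose of 20 µM, 1% DMSO final / Incubation: 16 min enzyme reaction, ambient temperature / Signal: fluorescence, excitation 544 nm and emission 590 nm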
STAT1 act: activators of IFN-gamma induced STAT1 signaling; activation (% of control), % at 5.5 µM; NIH 3T3 STAT1-luciferase reporter, luminescence; 100% = IFN-gamma alone, no compound; AID 932; 2.6% of 200,000 active;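 active = activation above the screen-wide mean activation plus 3 SD, cut at about 130% in these data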;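 note: raw ratio to IFN-gamma control signal so 100% means no change and 0% no light; values of inactives mirror those of a sister screen read the other way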
TLR4-MyD88 BLA: blocks binding of human TLR4 to MyD88. O00206+Q99836. HeLa CL3-4 TLR4/MyD88 BLA complementation, FRET ratio. inhibition, % at 8.4 µM. 0.18% of 200,000 active; in the data active = inhibition above about 25%;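 note: 0% = vehicle and 100% = reference inhibitor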
NF-kB neuron act: raises NF-kB expression in human neuronal cells | fold change at 12.5 µM | 1.6% of 190,000 active | NF-kB reporter expression; active compounds read high | AID 1239; in the data active = fold change above about 3.3
An asterisk follows results filed as active; · = no result given.

SMILES	Diaph act CS	Diaphorase inh	TLR4-MyD88 BLA	APP 5'UTR act	STAT1 act	FLuc act counter	FLuc inhib CS	NF-kB neuron act	G6PDH counter	APP 5UTR inh
Cc1ccc(-n2nc(C(=O)c3ccccc3)n3c(=O)c(Cc4ccccc4)nnc23)cc1	·	·	5	27	93	·	·	1.2	·	-27
Cn1ncc2cc(NC(N)=S)ccc21	1	0	7	9	103	1	-1	1.3	0	-9
CCOC(=O)c1ccc(NC(=S)N2CCN(S(C)(=O)=O)CC2)cc1	0.9	10	8	-16	101	1.1	-11	1	10	16
O=C(COc1ccc(Cl)cc1)NC1=NN(c2ccccc2)C(=O)C1	0.9	10	-16	0	98	1	-5	1.2	-13	0
COc1ccc(CCc2nc(-c3ccc(-n4cccc4)cc3)no2)cc1	1	-1	-1	11	100	1.1	-5	1.2	2	-11
CC1CCCN(C(=O)CSc2nnc3n(C4CCCC4)c(=O)c4ccccc4n23)C1 (stereo not drawn)	0.9	7	-3	1	76	1	-3	0.43	1	-1
CCc1cccc(C)c1NC(=S)NCc1ccc2[nH]c(C)cc2c1	0.9	8	-4	5	102	1	0	0.7	5	-5
CCc1cccc2c(=O)c(C(=O)NCCCOC)c[nH]c12	1.1	-9	5	1	87	1	-2	1.2	8	-1
COc1ccc(NC(=O)/C=C/c2ccc(Br)o2)cn1	0.8	25	-12	16	118	0.9	8	1.9	14	-16
O=C(OCc1ccccc1F)c1ccc2c(c1)-c1ccccc1C2=O	0.8	16	1	26	108	1	2	4.1*	0	-26
O=C(NC(C(=O)c1ccccc1)n1c(=O)cc[nH]c1=S)c1ccccc1 (stereo not drawn)	1	4	13	58	99	1	-2	1.4	6	-58
COc1cccc(C(=O)Oc2cc(C)[nH]c(=O)c2[N+](=O)[O-])c1OC	0.9	10	-1	4	92	1	-2	1.1	10	-4
CN(CCCC(=O)NCc1ccco1)S(=O)(=O)c1ccccc1	0.8	15	9	2	103	1	-3	1.1	1	-2
Cc1cccc(-c2noc(-c3ccc(Cl)cc3[N+](=O)[O-])n2)c1	0.8	20	-12	178*	109	0.5	50	5.3*	-10	-178
Clc1ccc(N2COC3c4cccc5cccc(c45)C32)cc1 (stereo not drawn)	0.8	16	-3	19	95	1	-1	1.3	-7	-19
N#Cc1ccc(C2=NC(C(F)(F)F)(C(F)(F)F)c3c(n(Cc4ccco4)c(=O)[nH]c3=O)N2)cc1	0.6	37	3	-5	105	1.1	-11	0.71	6	5
COCCN=c1scc(-c2cc(OC)ccc2OC)n1/N=C/c1c[nH]c2ccccc12	0.7	26	-10	10	114	1.1	-6	0.76	3	-10
CC(C)(C)c1ccc(/C=N/NC(=S)Nc2cccnc2)cc1	1	0	9	18	100	0.8	16	1.1	-2	-18
CCO[C@H]1OC(C(=O)N2CCN(Cc3ccc4c(c3)OCO4)CC2)=C[C@@H](C2CC2)[C@@H]1CCCO	1	1	-6	-11	101	1	0	1	9	11
O=C(Nc1cc(C(F)(F)F)ccc1N1CCOCC1)c1cccnc1Cl	0.9	12	-4	-7	105	1.1	-7	1.1	-6	7
COc1ccc(NCc2nnc(SCC(=O)Nc3cccc(C)c3)o2)cc1	0.8	24	-5	1	101	1	0	1.4	7	-1
CCOC(=O)c1c(C)[nH]c(C(=O)COC(=O)c2ccc(N3CCCC3=O)cc2)c1C	1.1	-9	-4	-6	104	1	0	1.2	-2	6
CCOc1ccc(NC(=NCc2ccc3c(c2)OCO3)SC2CC(=O)N(c3ccc(C(=O)O)cc3)C2=O)cc1 (stereo not drawn)	0.9	14	-5	-15	95	1	-1	1	0	15
O=C(Nc1ccccc1C(F)(F)F)NC1CCCCC1	0.9	9	-5	7	95	1	4	1.3	1	-7
CCc1ccc(Oc2ncnc(N)c2[N+](=O)[O-])cc1	0.9	7	8	21	98	1.1	-5	0.97	2	-21
COc1ccc(OC)c(NS(=O)(=O)c2ccc3c(c2)CCC(=O)N3)c1	0.9	12	-16	0	102	1.1	-7	1.2	3	0
CN(Cc1ccccc1)c1nc(-c2cccc([N+](=O)[O-])c2)nc2ccccc12	0.9	11	6	5	101	1.1	-6	0.88	-19	-5
CCOc1cc(/C=C\c2[nH]c(=O)[nH]c(=O)c2[N+](=O)[O-])ccc1OC(C)CC (stereo not drawn)	0.9	14	6	·	90	1	-1	1.3	8	·
CC(C(=O)NCC1CCCO1)n1cccc1C(=O)c1ccccc1 (stereo not drawn)	0.9	11	4	15	90	1	1	0.98	-3	-15
O=C(CCn1nc(-c2ccccc2)c2ccccc2c1=O)N1CCN(c2ccccc2)CC1	0.8	20	-8	-4	105	1	-3	0.76	2	4
CCCCn1c(N)c(N(CC)C(=O)c2cccc(OC)c2)c(=O)[nH]c1=O	1	0	2	-6	98	1.1	-5	1.2	4	6
COc1cc(C(=O)c2ccccc2)c(OC)cc1C(=O)Nc1ccc(O)cc1	·	·	12	-3	96	1	-3	1.3	16	3
CCOc1ccccc1NC(=O)C(OC(=O)c1ccccc1NS(=O)(=O)c1cccs1)c1ccccc1 (stereo not drawn)	0.9	11	-5	8	99	1	-2	0.93	4	-8
CCOc1ccc(/C=N/NC(=O)CN2CCSCC2)cc1	0.9	10	-12	-3	102	1	0	1.1	2	3
O=C(NCCCN1CCCC1=O)c1ccc2c(c1)ncn2C1CCCCC1	1	2	-1	8	99	1.1	-9	1.1	13	-8
CCn1c(C)cc(/C=C2/SC(=S)NC2=O)c1C	0.8	22	1	8	121	0.5	52*	1.4	-27	-8
CCOc1ccc(OCC)c(S(=O)(=O)NCCOC23CC4CC(CC(C4)C2)C3)c1	0.8	24	4	1	96	1	-4	1.5	3	-1
Cc1cc(C)c2cc(C#N)c(N3CCCC3)nc2c1	0.9	11	3	16	100	1	-2	1.3	-5	-16
Cc1cccc(/C=N\NC(=O)c2ccccc2-n2cccc2)c1	0.8	17	-4	-32	101	1	1	1.4	4	32
Clc1cccc(Cl)c1COc1ccccc1CNn1cnnc1	0.9	9	6	16	98	1	0	0.94	-2	-16
CCCN1CCN(CCCNC(=O)C2CCCN(c3nnc(-n4cccc4)s3)C2)CC1 (stereo not drawn)	1	2	-12	1	101	1	-2	1.1	2	-2
CCOC(=O)N1CCN(c2cc(C)c([N+](=O)[O-])cc2F)CC1	0.9	10	-8	-6	78	1.1	-8	1.3	-1	6
Cc1cccc(Cc2c(C)nc3c(C(=O)NCc4ccco4)cnn3c2C)c1	0.8	17	-2	10	97	1	-3	1	4	-10
CCn1c(N2CCN(C(=O)NC3CCCCC3)CC2)nc2ccccc21	0.8	25	-13	-6	97	1	-4	1	2	6
Cc1[nH]nc2c1/C(=N/O)CC(c1ccccc1)C2 (stereo not drawn)	1.2	-15	5	13	103	1	-4	1.3	6	-14
CCOC(=O)c1nnn(-c2nonc2N)c1COc1ccccc1	0.8	16	-1	5	89	1	-4	1.2	4	-5
Cc1ccc(NC(=O)COC(=O)Cc2csc(-c3ccc(Cl)cc3)n2)cc1C	0.8	16	-8	2	96	1	2	1.1	0	-2
COc1cc(C(=O)Nc2ccc(Cl)c([N+](=O)[O-])c2)cc(OC)c1OC	0.8	18	3	19	92	1.1	-7	1.1	-1	-19
CC(C(=O)Nc1ccccc1C(=O)N1CCOCC1)N(c1ccc(Cl)cc1)S(C)(=O)=O (stereo not drawn)	1	4	-21	-7	100	1.1	-6	1.2	-1	7
CCN(CC)C(=O)CSc1nnc(-n2nc(C)cc2C)c2ccccc12	0.8	18	-6	23	94	1	-4	0.93	7	-23
O=C1CC(/C=C/c2ccncc2)=Nc2ccccc2N1	0.9	10	-12	-1	103	0.9	8	2.6	3	1
COC(=O)c1ccc2c(c1)N(Cc1ccccc1F)C(=O)c1ccccc1S2=O (stereo not drawn)	1	-4	9	7	98	1	-5	0.74	22	-7
COc1cnc(SCC(=O)O)[nH]c1=O	1	2	-5	-1	102	1	-2	1.2	-2	1
CN(c1ccccc1)S(=O)(=O)c1cccc(NC(=O)CSc2nnc(N)s2)c1	0.9	14	8	-6	81	0.9	6	0.9	-5	6
O=C(CS(=O)(=O)Cc1ccccc1)N1CCc2ccccc21	0.9	11	4	12	110	1	3	1.6	-12	-12
Cc1sc2nc(SCC(=O)c3cc(C)n(CC4CCCO4)c3C)n(C(C)C)c(=O)c2c1C (stereo not drawn)	0.7	26	-6	6	93	1.1	-8	0.33	-6	-6
CCN(CC)CCOC(=O)c1ccccc1Br	1	1	-4	-4	106	1	-2	0.99	6	4
Cc1ccc(CNC(=O)C2C3C=CC4(CN(Cc5cccnc5)C(=O)C24)O3)cc1 (stereo not drawn)	0.9	6	9	-9	102	1.1	-6	0.98	-1	8
Cc1ccnc2nc(C(=O)N3CCN(S(=O)(=O)c4ccccc4)CC3)nn12	0.9	5	10	-3	98	1.1	-7	1.1	-1	3
c1ccc2nc(N3CCOCC3)cnc2c1	0.9	6	6	8	107	1	-4	1.4	1	-8

Entries of single compounds from above. Order of screens: Diaph act CS, Diaphorase inh, TLR4-MyD88 BLA, APP 5'UTR act, STAT1 act, FLuc act counter, FLuc inhib CS, NF-kB neuron act, G6PDH counter, APP 5UTR inh
Profile of CC(C(=O)Nc1ccccc1C(=O)N1CCOCC1)N(c1ccc(Cl)cc1)S(C)(=O)=O (stereo not drawn) = 1, 4, -21, -7, 100, 1.1, -6, 1.2, -1, 7
Profile of CCn1c(C)cc(/C=C2/SC(=S)NC2=O)c1C = 0.8, 22, 1, 8, 121, 0.5, 52*, 1.4, -27, -8

(cont.)
SMILES	Diaph act CS	Diaphorase inh	TLR4-MyD88 BLA	APP 5'UTR act	STAT1 act	FLuc act counter	FLuc inhib CS	NF-kB neuron act	G6PDH counter	APP 5UTR inh
O=C(O)C1Cc2[nH]cnc2C(c2cccc([N+](=O)[O-])c2)N1 (stereo not drawn)	0.9	7	6	4	106	1.1	-5	1.2	-4	-4
CC1CCN(C(=O)COc2ccc(Nc3ccccc3)cc2)CC1	0.9	6	16	8	101	1	-4	1.3	6	-8
CCOC(=O)CSc1nc2ccc(N3CCOCC3)cc2c(=O)n1Cc1ccc2c(c1)OCO2	0.6	38	-6	30	103	1.1	-5	1.4	-23	-30
O=C(O)/C(=C\c1ccccc1OC(F)F)Sc1nnc(-c2ccc(F)cc2)o1	0.8	25	-8	-9	90	1	0	1	8	9
CCCCCCCCNC(=O)c1ccc(C)cc1	0.9	6	5	6	100	1	-4	1	4	-6
COc1ccccc1-n1nc(C)c(-c2ccccc2)c1N	1	1	11	4	99	1	4	0.91	-3	-4
Brc1ccc(-c2nnc(-c3cccnc3)c3conc23)cc1	·	·	-4	-7	102	·	·	·	·	6

Only APP 5'UTR act, for two of the compounds above:
SMILES	APP 5'UTR act
O=C(O)C1Cc2[nH]cnc2C(c2cccc([N+](=O)[O-])c2)N1 (stereo not drawn)	4
Brc1ccc(-c2nnc(-c3cccnc3)c3conc23)cc1	-7
